Compound activity (PubChem)
PostGolgi yeast: phenotypic screen on post-Golgi transport, primary screen | post-Golgi transport phenotypic cell assay | inhibition, % at 10 µM | 98,000 compounds, 0.9% hits; in the data active = inhibition above about 30%;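 also: yeast cells grown in 1536-well plates; yeast grown about 18 h at 30C before absorbance read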
CYP2C9 inhib: blockers of cytochrome P450 2C9 activity – biochemical, luminescence, ADME assay, primary screen; inhibition, % at 5 µM; 96,000 compounds, 20% hits; CYP2C9 Supersomes, luciferin-H conversion; P11712;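 active = blocking of liver enzyme CYP2C9 beyond about 50% at 5 µM, limit read from the data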; also: values of inactives mirror those of a sister screen read the other way
EphB4 ephrin blk: EphB4-ephrin-B2 interaction antagonists, primary screen, biochemical, TNYL-RAW peptide probe, fluorescence polarization; Ephrin type-B receptor 4 (Homo sapiens), P54760; EphB4 LBD / TNYL-RAW-Alexa532 peptide; inhibition, % at 7 µM; 97,000 compounds, 0.15% hits;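 active = inhibition above the screen-wide mean inhibition plus 3 SD, cut at about 15% in these data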;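 also: 0% = DMSO wells and 100% = excess unlabeled TNYL-RAW peptide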
Target sequence (P54760 whole entry, looked up, the tested form may be a part): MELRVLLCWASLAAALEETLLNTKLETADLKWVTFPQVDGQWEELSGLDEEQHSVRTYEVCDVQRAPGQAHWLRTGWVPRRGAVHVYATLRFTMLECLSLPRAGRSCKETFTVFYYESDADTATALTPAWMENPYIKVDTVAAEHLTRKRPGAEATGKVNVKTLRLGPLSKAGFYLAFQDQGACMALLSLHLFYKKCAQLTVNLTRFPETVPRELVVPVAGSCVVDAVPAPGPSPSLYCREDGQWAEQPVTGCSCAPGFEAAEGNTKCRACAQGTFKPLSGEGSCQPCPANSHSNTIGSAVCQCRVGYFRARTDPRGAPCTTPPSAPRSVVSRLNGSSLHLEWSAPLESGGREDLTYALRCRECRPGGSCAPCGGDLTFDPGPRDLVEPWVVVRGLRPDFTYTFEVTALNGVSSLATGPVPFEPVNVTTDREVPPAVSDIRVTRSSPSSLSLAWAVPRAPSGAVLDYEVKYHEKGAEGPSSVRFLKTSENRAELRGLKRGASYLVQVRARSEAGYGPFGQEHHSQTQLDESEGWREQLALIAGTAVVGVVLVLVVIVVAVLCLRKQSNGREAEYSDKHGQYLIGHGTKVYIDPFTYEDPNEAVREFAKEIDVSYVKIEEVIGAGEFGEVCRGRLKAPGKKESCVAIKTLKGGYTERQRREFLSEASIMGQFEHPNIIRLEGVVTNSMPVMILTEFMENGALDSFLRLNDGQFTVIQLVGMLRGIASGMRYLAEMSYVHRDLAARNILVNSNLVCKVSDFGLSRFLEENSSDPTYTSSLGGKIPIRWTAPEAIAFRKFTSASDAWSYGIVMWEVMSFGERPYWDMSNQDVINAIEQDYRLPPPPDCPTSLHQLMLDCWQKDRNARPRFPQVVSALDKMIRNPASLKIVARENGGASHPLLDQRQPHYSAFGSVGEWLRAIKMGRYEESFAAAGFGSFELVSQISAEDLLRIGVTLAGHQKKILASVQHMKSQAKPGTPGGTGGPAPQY
CYP2C9 act: human CYP2C9 activators, primary screen, biochemical, luminescence; Cytochrome P450 2C9 (Homo sapiens), P11712; recombinant CYP2C9, luciferin-H conversion; hits give high values; factor 1 = untreated enzyme, 0 = blocked; activation factor at 5 µM; 96,000 compounds, 1.4% hits; AID 1024, 2008;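 active = activation factor of 2 or more for CYP2C9 at a 5 µM dose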;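 also: 0 = sulfaphenazole-blocked wells and 1 = vehicle-only wells; values of inactives mirror those of a sister screen read the other way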
CYP2C19 act: human CYP2C19 activators, primary screen, biochemical, luminescence; recombinant CYP2C19, luciferin-H EGE luminescence; hits give high values; 0 = fully inhibited enzyme, 1 = untreated enzyme; activation factor at 5 µM; 96,000 tested, under 10 active;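 active = activation factor of at least 2 at 5 µM in the primary screen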;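 also: 0 = wells with 2.5 mM tranylcypromine and 1 = vehicle-only wells; values of inactives mirror those of a sister screen read the other way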
CYP2C19 inh: blockers of cytochrome P450 2C19 activity – biochemical, luminescence, ADME assay, primary screen; inhibition, % at 5 µM; 96,000 compounds, 21% hits; CYP2C19 Supersomes, luciferin-H EGE luminescence, 30 min;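 active = CYP2C19 inhibition above a set limit at 5 µM in the primary screen, cut at about 50% in these data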;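 also: plate controls were negative control wells for no effect and 2.5 mM tranylcypromine positive control for full effect; values of inactives mirror those of a sister screen read the other way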
E coli WT exp: growth inhibitors of wild-type E. coli, primary screen, strain BW25113, expanded library, OD600; OD600 absorbance; growth inhibition, % at 100 µM; 98,000 compounds, 0.15% hits; AID 710, 2007;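 active = growth inhibition above about 50% at one test dose, limit read from the data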;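 also: growth measured after 20 h incubation at 37 °C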
Pyk2 oligo antag: antagonists of Pyk2 self-association, primary screen, Q293 cells, FERM NanoBiT luminescence, HTS; z-score (the deposit names both 25 µM and 10 µM); 99,000 compounds, 0.83% hits; hits give low values;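 active = Z-score of -3 or lower, scaled per plate to the spread of control and sample wells; inactive = z-score above -3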;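 also: negative z-score means lost luminescence so less FERM oligomerization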
PLAP act: PLAP enzyme activators, biochemical, luminescence, HTS | Alkaline phosphatase, placental type (Homo sapiens), P05187 | activation fold at 20 µM | purified PLAP enzyme, luminescent substrate read-out; hits give high values | 96,000 compounds, 1.2% hits | AID 696, 2007; in the data active = activation fold above about 2
Starred values were filed as active, the others as inactive; · = no result given.

Value order – PostGolgi yeast	CYP2C9 inhib	EphB4 ephrin blk	CYP2C9 act	CYP2C19 act	CYP2C19 inh	E coli WT exp	Pyk2 oligo antag	PLAP act
1	O=[N+]([O-])c1ccc(N2CCCCC2)c(Cl)c1N1CCCCC1
  -6	50*	-10	0.5	0.6	41	-9	0.77	0.6
2	Cc1oc(-c2ccc(Cl)cc2)nc1CN1CCCC(C(=O)NCc2ccco2)C1 (stereo not drawn)
  -3	35	7	0.6	0.6	38	1	-0.86	1.4
3	COc1ccc(/C=N/NC(=O)c2nc(Cl)c(Cl)c(N)c2Cl)cc1COc1ccc(F)cc1F
  -11	67*	-11	0.3	0.5	46	4	0.35	1.1
4	COc1ccc(NC(=O)CN(Cc2ccccc2)S(C)(=O)=O)cc1
  7	45	2	0.5	0.2	79*	-2	0.55	0.8
5	CCOC(=O)C1CCN(C(=O)c2oc3ccc(S(=O)(=O)N4CC(C)CC(C)C4)cc3c2C)CC1 (stereo not drawn)
  2	35	6	0.7	0.7	35	-13	-0.54	1.5
6	CCOC(=O)NC(=O)COC(=O)Cc1cc(OC)c(OC)c(OC)c1
  -2	2	-7	1	0.9	8	5	0.94	1.1
7	Cc1cnc(NC(=O)CSc2nnc(C)s2)s1
  2	8	1	0.9	0.8	20	4	0.32	0.9
8	C=CCn1c(-c2cc(OC)cc(OC)c2)n[nH]c1=S
  0	16	4	0.8	0.7	33	7	1.3	0.9
9	Cc1ccc(-c2noc(CSc3nnc(Cc4ccccc4)n3-c3ccc(Cl)cc3)n2)cc1
  -6	84*	1	0.2	0.2	84*	-35	-0.19	1.6
10	COc1ccc(C2C(C(=O)Nc3ccc(F)cc3)=C(C)Nc3nc(CCCO)nn32)cc1 (stereo not drawn)
  -2	42	3	0.6	1	2	-1	·	1.2
11	CCCCOC(=O)c1ccc(NC(C)=O)cc1
  -10	25	5	0.8	0.8	18	6	0.17	0.9
12	COC(=O)c1nc(-c2ccc(C)cc2)oc1N(C)C
  11	-144	11	2.4*	0.9	15	2	-0.46	0.9
13	c1ccc(CCn2nnnc2CN2CCN(C3CCCC3)CC2)cc1
  0	-1	9	1	1.1	-12	-21	-0.24	1.4
14	O=C(NCCc1cccs1)C12CN(Cc3ccccc3)CC1C(c1cccc([N+](=O)[O-])c1)=NO2 (stereo not drawn)
  -8	73*	1	0.3	0.5	50	-6	·	1.5
15	O=C1NC(=O)[C@@H]2C3c4ccccc4C=CN3[C@H](C(=O)c3cccs3)[C@H]12 (stereo partly drawn)
  -4	1	-9	1	1	-1	-3	·	1.2
16	Cc1csc(SCc2c(C(=O)O)oc3ccccc23)n1
  4	·	0	·	·	·	3	-0.23	·
17	CC1CCCCN1C(=O)CSc1nnc(-c2ccc(Cl)s2)o1 (stereo not drawn)
  0	56*	1	0.4	0.1	95*	-4	1.1	1.2
18	Cc1nc2cc(C(=O)NCCN3CCOCC3)ccc2n1-c1ccc(F)cc1F
  17	4	·	1	1.2	-17	1	-0.89	1.6
19	O=C(NC(=S)NCCN1CCOCC1)c1ccc(Cl)cc1Cl
  12	-8	-8	1.1	0.5	47	9	0.16	1.1
20	COc1ccccc1CNC(=O)c1ccccc1N(C)S(C)(=O)=O
  4	8	0	0.9	0.7	29	7	-0.02	1
21	Cc1cc(C(C)(C)C)cc(C)c1COC(=O)C1CCC(=O)N1 (stereo not drawn)
  7	34	-8	0.7	0.4	63*	-2	0.95	1.6
22	COc1cc(C(c2sc3nc(C)nn3c2O)N2CCC3(CC2)OCCO3)cc(OC)c1OC (stereo not drawn)
  4	24	3	0.8	0.6	38	0	0.61	1.5
23	COc1ccc(C2=CC(c3c(C)nn(-c4ccccc4)c3Cl)n3nnnc3N2)cc1OC (stereo not drawn)
  -9	93*	3	0.1	0.1	91*	-4	-1.7	1.5
24	Cc1cc(C)cc(N(C(=O)CNC(=O)c2ccco2)C(C(=O)NC2CCCC2)c2cccnc2)c1 (stereo not drawn)
  -8	-3	·	1	1.1	-5	4	-1.9	1.3
25	O=C(NCCc1csc(-c2ccc(C(F)(F)F)cc2)n1)c1cccs1
  4	75*	-4	0.2	0.6	41	0	·	0.8
26	CCCCn1c(=O)c(C(=O)c2ccccc2)nc2ccccc21
  -1	-15	0	1.1	0.5	46	3	-0.38	0.9
27	Cc1cc(C(=O)Nc2c(C)n(C)n(-c3ccccc3)c2=O)cs1
  -11	-5	1	1	1.1	-14	0	-0.19	1.2
28	CCN(CC)S(=O)(=O)c1ccc2c(c1)c(=O)c(C(=O)NCCCN(C)c1ccccc1)cn2C
  -2	57*	·	0.4	0.9	10	-13	-0.65	0.9
29	CCOCC(=O)Nc1sc2c(c1C(=O)OCC)CCCC2
  6	·	0	·	·	·	-4	-0.33	·
30	COCCN1CCn2c(nc3cc(NC(=O)c4ccc(OC)cc4)ccc32)C1
  4	31	8	0.7	0.8	15	-4	-0.89	1.5
31	COc1ccc(NC(=O)/C(C#N)=C\c2cc(C)n(-c3ccc(Oc4ccc([N+](=O)[O-])cn4)cc3)c2C)cc1
  -2	30	-5	0.7	0.9	10	-17	0.17	1.1
32	COC(=O)c1ccc(CSc2nc(N)cc(N)n2)cc1
  2	9	-9	0.9	0.8	21	19	0.82	0.9
33	CCc1ccc(C(=O)NCc2cccs2)s1
  -2	45	·	0.5	0.2	80*	20	-0.55	0.8
34	CCCNCCC(c1ccco1)c1ccccc1OC (stereo not drawn)
  -4	33	6	0.7	0.7	33	30	0.77	0.8
35	COc1ccc(N2CC(O)=C(c3nc(C)cs3)C2=N)cc1
  -1	-52	8	1.5	0.6	41	-2	-0.06	2*
36	Cc1cc(C)nc(NC2=NCC(=O)N2c2cc(Cl)cc(Cl)c2)n1
  0	-11	-3	1.1	1	-1	-2	0.58	0.9
37	Cc1ccc(NC(=O)CS(=O)CC(=O)NCC2OCCc3ccccc32)c(C)c1 (stereo not drawn)
  0	12	-1	0.9	0.7	31	-7	0.62	1.5
38	COc1ccc(C2=Nn3c(nnc3-c3cccnc3)SC2)cc1OC
  ·	23	·	0.8	0.8	15	·	0.41	0.7
39	O=C(OCC(=O)N1CCN(C(=O)c2ccco2)CC1)c1ccccc1C(=O)c1ccc(Cl)cc1
  -8	31	-2	0.7	0.8	21	-7	0.71	1.2
40	O=C1N(Nc2ccccc2)C(c2ccc(Br)cc2)C12CCCC2 (stereo not drawn)
  5	-12	2	1.1	1.1	-8	-12	-0.92	0.9
41	CC(C)c1nc(SCC(=O)N2c3ccccc3CC2C)c2ccccc2n1 (stereo not drawn)
  12	99*	-1	0	0.4	59*	-21	-0.18	1.3
42	COc1cccc(Cn2nnc(C(=O)Nc3cc(Cl)ccc3OC)c2N)c1
  -12	-106	1	2.1*	1	-4	-7	·	1
43	CN(C1CCCCC1)S(=O)(=O)c1ccc(S(=O)(=O)N2CCCC2)cc1
  -3	18	9	0.8	0.9	14	-7	-0.71	0.8
44	Cc1ccc(Cn2nc(C)c(NC(=O)c3cc(-c4ccc5c(c4)OCO5)on3)c2C)cc1
  -2	53*	2	0.5	0.8	24	-5	·	1.1
45	CCOC(=O)Cc1cc(OC)c(OC)cc1Cc1cc(OC)c(OC)cc1CC(=O)OCC
  2	23	-13	0.8	0.4	55*	-8	-1.8	1.4
46	O=C(COc1ccc(Cl)cc1)N1CCN(c2ncccn2)CC1
  -1	54*	-9	0.5	0.3	67*	-3	0.85	1
47	CCOc1ccc(NC(=O)Cn2c(=O)oc3ccccc32)cc1
  13	-6	-1	1.1	0.7	26	3	0.34	1
48	COc1ccccc1-c1nc(C#N)c(N2CCC(Cc3ccccc3)CC2)o1
  0	-48	-9	1.5	0.8	20	-16	-0.95	1.5
49	Nc1nc(NC(=O)CCCC(=O)O)nn1-c1ccccc1
  -7	-4	5	1	1.1	-6	2	0.18	1.2
50	COc1ccc2c(c1OC)C(=O)NC(C)=C(C(=O)OC(C)(C)C)C2O (stereo not drawn)
  3	56*	-1	0.4	0.2	81*	9	0.66	1.2

More records
Value order – PostGolgi yeast	CYP2C9 inhib	EphB4 ephrin blk	CYP2C9 act	CYP2C19 act	CYP2C19 inh	E coli WT exp	Pyk2 oligo antag	PLAP act
51	COc1cccc(C=NCCNC(=O)c2nonc2N)c1O
  9	12	14	0.9	0.9	8	1	1.8	1.1
52	O=C(c1ccccc1-c1ccccc1)N1CCOCC1
  4	5	0	0.9	0.9	10	-3	0.12	1
53	CC(NC(=O)c1ccco1)C(c1cccs1)N1CCOCC1 (stereo not drawn)
  -1	33	-3	0.7	0.4	64*	1	·	1.2
54	CCOC(=O)c1ccc(Oc2cc(C)nc(SC)n2)cc1
  0	9	5	0.9	0.8	15	-3	0.62	1.4
55	COc1cc2c(cc1OC)CN(C(=O)COc1ccc(C#N)cc1)CC2
  3	36	7	0.6	0.8	21	0	0.27	1
56	N#Cc1c2n(c3c(=O)n(Cc4ccc(Cl)cc4)cnc13)CCCC2
  -11	62*	5	0.4	0	100*	2	-3.5*	1
57	COc1ccc(OC)c(NC(=O)C2CCN(c3nc(C)cc(C)n3)CC2)c1
  1	-33	-2	1.3	0.9	13	-2	-0.34	1
58	C=CCn1c(COc2ccc(CC)cc2)nnc1SCC(=O)N(C)C1CCS(=O)(=O)C1 (stereo not drawn)
  -20	6	-4	0.9	1	4	1	0.68	1.1
